# Fh CTSL1 inh: counter-screen for PFM18AAP inhibitors: inhibitors of F. hepatica cathepsin L1; AID 1906; recombinant F. hepatica cathepsin L1, Z-Leu-Arg-MCA fluorescence; inhibition, % at 5.96 µM; 300,000 tested, 0.49% active;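 active means inhibition above the mean of all tested compounds plus 3 SD, set per screening campaign, cut at about 17% in these data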;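 further: 0% = plate median of test compound wells and 100% = 1 µM Z-Phe-Ala-diazomethylketone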
# PP5 inh: inhibitors of human protein phosphatase 5 (PP5); 320,000 tested, 0.18% active; inhibition, % at 6.7 µM; purified PP5c, OMFP substrate fluorescence;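 active means inhibition above the campaign's mean inhibition across all tested compounds plus 3 SD, cut at about 9.5% in these data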;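 further: 0% = DMSO only and 100% = 100 µM cantharidin control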
# Target sequence (P53041 whole entry, looked up): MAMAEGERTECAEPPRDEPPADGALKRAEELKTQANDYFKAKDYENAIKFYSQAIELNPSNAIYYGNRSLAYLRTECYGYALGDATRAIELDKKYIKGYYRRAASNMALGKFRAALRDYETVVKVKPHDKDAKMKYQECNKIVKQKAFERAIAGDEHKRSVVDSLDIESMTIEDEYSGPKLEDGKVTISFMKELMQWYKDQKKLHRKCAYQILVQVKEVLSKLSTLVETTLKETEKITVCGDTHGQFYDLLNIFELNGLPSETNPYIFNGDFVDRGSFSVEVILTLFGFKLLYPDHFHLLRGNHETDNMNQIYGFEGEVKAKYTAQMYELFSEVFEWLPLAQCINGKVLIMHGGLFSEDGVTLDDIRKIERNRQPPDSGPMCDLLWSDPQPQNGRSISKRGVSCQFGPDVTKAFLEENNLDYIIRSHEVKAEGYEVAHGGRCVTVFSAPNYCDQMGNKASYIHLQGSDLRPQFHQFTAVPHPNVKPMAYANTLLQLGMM
# core dimer inh: blocks dimerization of HCV core protein; TR-FRET GST/Flag-core106 dimerization, 1536-well; inhibition, % at 5 µM; 300,000 tested, 0.33% active; AID 1899;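 active means inhibition above the mean of all tested compounds plus 3 SD, set per screening campaign, cut at about 45% in these data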
#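 Material: Tagged HCV core106 pair (GST and Flag) | Amount: GST-core106 13.5 nM, Flag-core106 17 nM | Medium: KF-containing HEPES buffer, pH 7.45, DTT, CHAPS, BSA | Reagent: Eu donor and XL665 acceptor anti-tag antibodies | Schedule: 4 h at 22.5 °C | Technique: Time-resolved FRET, ex 340 nm, em 617 and 671 nm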
# JMJD2C inh: human JMJD2C demethylase inhibition. inhibition, % at 2.35 µM. GST-JMJD2C(1-420) H3K9me3 demethylation, DELFIA europium. AID 2099. 330,000 tested, 0.069% active;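 active means more than half of a compound's replicate wells show inhibition beyond 50%, single wells judged on their own value; inconclusive means some, but no more than half, of replicates pass 50% inhibition; inactive means no replicate passes 50% inhibition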;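 further: signal counts dimethyl H3K9 product captured on neutravidin plate; 0% = median of DMSO wells and 100% = 0.3 times that DMSO median; strong numbers were not always called active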
# proCasp3 act: activates human procaspase-3 | activation, % at 8.5 µM | recombinant procaspase-3 D3A, Ac-DEVD-pNA absorbance 405 nm | P42574 | 330,000 tested, 0.11% active;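 active means activation above the mean of all tested compounds plus 3 SD, cut at about 21% in these data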;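 further: 0% = DMSO alone and 100% = DMSO wells spiked with extra 5 µM PC-3 D3A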
# Target sequence (P42574 whole entry D9A/D28A/D175A): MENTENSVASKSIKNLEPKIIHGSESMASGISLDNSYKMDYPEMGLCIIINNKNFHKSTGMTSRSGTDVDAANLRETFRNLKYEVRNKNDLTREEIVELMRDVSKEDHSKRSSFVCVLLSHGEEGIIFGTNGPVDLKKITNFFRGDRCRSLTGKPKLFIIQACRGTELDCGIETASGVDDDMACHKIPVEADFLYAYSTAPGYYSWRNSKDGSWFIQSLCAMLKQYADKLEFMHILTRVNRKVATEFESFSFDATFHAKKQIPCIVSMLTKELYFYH
#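 Assay system: Procaspase-3 D3A mutant, all three cleavage aspartates alanine. Buffer or medium: Zinc-free HEPES saline buffer with Triton X-100. Times: 1 h compound preincubation, 2 h substrate hydrolysis at 25 °C. Measured by: 405 nm absorbance of p-nitroaniline, reads at 0 and 120 min. Read-out basis: percent activation relative to control range. Replicates: singlicate.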
# PP1 counter: blocks human PP1-alpha phosphatase, a PP5 counter-screen. P62136. inhibition, % at 6.7 µM. 320,000 tested, 0.9% active. purified PP1alpha, OMFP fluorescence;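 active means inhibition above the mean inhibition of all tested compounds plus 3 SD, computed separately for each screening campaign, cut at about 15% in these data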
# procasp7 counter: counter-screen for procaspase-3 activators: activators of human procaspase-7. recombinant procaspase-7, Ac-DEVD-pNA absorbance 405 nm; D23A/D198A/D206A triple mutant, cannot self-cleave; scale: DMSO 0, 5 µM enzyme 100. 330,000 tested, 0.093% active. P55210. activation, % at 8.5 µM;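 active means percent activation above the screen-wide mean plus 3 SD, cut at about 25% in these data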
# Target sequence (P55210 whole entry D23A/D198A/D206A): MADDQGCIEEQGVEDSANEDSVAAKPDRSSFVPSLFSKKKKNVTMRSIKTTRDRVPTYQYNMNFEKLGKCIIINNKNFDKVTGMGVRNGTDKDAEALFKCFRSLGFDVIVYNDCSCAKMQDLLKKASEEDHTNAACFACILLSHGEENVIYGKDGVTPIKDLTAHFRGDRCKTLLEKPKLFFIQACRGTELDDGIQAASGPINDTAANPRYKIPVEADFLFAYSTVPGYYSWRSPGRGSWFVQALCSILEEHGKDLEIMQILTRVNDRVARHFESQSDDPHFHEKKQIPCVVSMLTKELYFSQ
#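 Detection: p-Nitroaniline absorbance at 405 nm, read at 0 and 120 min; system: Uncleavable procaspase-7 mutant enzyme; evaluation: % activation from two-timepoint absorbance difference, scaled to controls; times: 1 h enzyme–compound preincubation and 2 h substrate reaction, both 25 °C; buffer or medium: Zinc-free HEPES pH 7.4 with 300 mM NaCl, 0.01% Triton X-100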
# Efflux pump mplx: antifungal efflux pump inhibition, Nile Red retention; S. cerevisiae Candida pump triplex; inhibition, % at 10 µM; 330,000 tested, 0.44% active;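 active means plate passing quality check with inhibition over a set limit, or well fluorescence over plate mean plus 4 SD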;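 further: Nile Red retained in pooled yeast measured as flow cytometry median fluorescence; 0% = buffer negative control and 100% = Enniatin B positive control; higher means more Nile Red kept so more efflux inhibition; some compounds called inactive have numbers as strong as hits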
# TPT1 inh: C. albicans TPT1 enzyme inhibition; 300,000 tested, 0.81% active; recombinant caTPT1, FP RNA substrate dephosphorylation; inhibition, % at 5 µM; AID 1962;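 active means inhibition above the mean of all tested compounds plus 3 SD, set per screening campaign, cut at about 24% in these data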;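 further: plate controls were DMSO alone for no effect and ferristatin control at 100 nM for full effect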
# * hit, by the source's call; ? = inconclusive; . = no result given; & = joins results of further samples. Compounds were not picked by outcome; 2.9% or so of the library scored in one or more.
SMILES,Fh CTSL1 inh,PP5 inh,core dimer inh,JMJD2C inh,proCasp3 act,PP1 counter,procasp7 counter,Efflux pump mplx,TPT1 inh
COC(=O)COc1ccc2c(c1)O/C(=C\c1cccc([N+](=O)[O-])c1)C2=O,1,-0.3,13,-15,12,-2,1,-0.1,0
CCc1ccc(-c2nc(CS(=O)CC(=O)NCCN3CCCCCC3)c(C)o2)cc1 (stereo unspecified),8,-7.2,-15,-1,-5,4,8,0.1,-1
CC1=C(C)CC(C(=O)Nc2cccc(Cl)c2)C(C(=O)O)C1 (stereo unspecified),-2,2.4,1,1,-8,8,1,-0.1,1
O=C(/C=C/c1ccc2c(c1)OCO2)Nc1cc(S(=O)(=O)N2CCOCC2)ccc1N1CCOCC1,8,1.8,-4,-1,5,-1,1,-0.1,-4
OCCc1ccc(-c2ccc(Cl)cc2)o1,6,2.4,0,-5,0,-4,-8,0.1,4
CC(C)C[C@@H]1NC(=O)[C@H](C(C)C)NC(=O)c2cc([N+](=O)[O-])cc(I)c2OCC[C@@H](C(N)=O)NC1=O,5,2.3,-19,4,2,-1,-6,0.1,1
CCCC(=O)Nc1nc2ccc(NC(=O)c3ccccc3F)cc2s1,0,0.0,2,16,9,-5,5,0.0,3
Cc1cccc(C)c1NC(=O)C(c1ccccc1)N1CCC2(CC1)OCCO2 (stereo unspecified),-1,1.0,4,-12,9,1,8,0.0,1
CCC1(C(=O)OC)NC(c2cccc(F)c2)C2C(=O)N(C)C(=O)C21 (stereo unspecified),0,2.1,-2,-6,3,1,2,0.0,3
CC1CCCCN1C(=O)CCS(=O)(=O)c1cccc2nonc12 (stereo unspecified),-6,0.2,-2,-1,4,0,4,0.3,2
O=C(NCc1cccc(Cl)c1)c1ccc2ccccc2n1,-1,2.3,4,1,6,6,2,0.0,2
CCCn1c(NC(=O)c2ccc(F)cc2)nc2ccccc21,6,2.3,4,-7,3,2,4,0.0,2
Cn1ccnc1SCC(=O)c1ccc(F)cc1,-5,1.1,3,-8,-7,-6,-10,0.3,4
CN(CC(=O)Nc1ccc(Cl)c(C(F)(F)F)c1)C(=O)C1CC(=O)N(C2CCCC2)C1 (stereo unspecified),.,0.7,.,2,4,-2,-6,0.1,.
COc1ccc(C2=NS(=O)(=O)N(C)C(C(=O)NCc3ccc4c(c3)OCO4)=C2)cc1OC,2,1.3,-2,6,-1,5,-9,0.0,0

# Compound profiles (already shown).
# CCc1ccc(-c2nc(CS(=O)CC(=O)NCCN3CCCCCC3)c(C)o2)cc1 (stereo unspecified) across the screens: Fh CTSL1 inh: 8; PP5 inh: -7.2; core dimer inh: -15; JMJD2C inh: -1; proCasp3 act: -5; PP1 counter: 4; procasp7 counter: 8; Efflux pump mplx: 0.1; TPT1 inh: -1
# CC1CCCCN1C(=O)CCS(=O)(=O)c1cccc2nonc12 (stereo unspecified) across the screens: Fh CTSL1 inh: -6; PP5 inh: 0.2; core dimer inh: -2; JMJD2C inh: -1; proCasp3 act: 4; PP1 counter: 0; procasp7 counter: 4; Efflux pump mplx: 0.3; TPT1 inh: 2

# Next results follow:
SMILES,Fh CTSL1 inh,PP5 inh,core dimer inh,JMJD2C inh,proCasp3 act,PP1 counter,procasp7 counter,Efflux pump mplx,TPT1 inh
CCS(=O)(=O)N1CCCC(C(=O)NC2CCC(C)CC2)C1 (stereo unspecified),-3,-0.4,0,0,0,-1,7,0.1,0
O=S(=O)(c1cc(Cl)ccc1Cl)N1CCN(c2ccccn2)CC1,-1,5.0,12,4,8,3,0,0.2,-1
O=C(Cn1c(=O)cnc2ccccc21)Nc1cccc(S(=O)(=O)N2CCOCC2)c1,.,1.3,.,0,7,1,-7,0.0,.
Cc1nnc(-c2ccc(N3CCOCC3)c([N+](=O)[O-])c2)o1,.,3.4,.,-7,1,-4,-1,0.0,.
Cn1nnnc1SCc1ccc(C(=O)Nc2ccccc2F)cc1,0,-1.8,-5,10,3,-2,13,0.0,1
COc1cc(OC)cc(C(=O)Nc2c(C)nn(-c3ccccc3)c2C)c1,-2,-2.1,0,2,12,-3,0,0.0,-2
CCOCCCNC(C(=O)Nc1ccc(OC)c(Cl)c1)c1ccccc1 (stereo unspecified),3,-1.4,0,3,2,-3,4,-0.2,-4
O=C(Nc1ccc(S(=O)(=O)N2CCOCC2)cc1)c1ccc([N+](=O)[O-])o1,1,-0.8,-1,-3,3,-4,-3,0.0,-1
Cc1ccc(S(=O)(=O)N2CCCCC2)cc1NC(=O)CCOc1ccccc1,-2,1.0,5,-3,-8,-8,-3,0.1,-3
COc1ccc(-n2c(C)c(C(C)=O)c3cc(OCC(N)=O)ccc32)cc1,0,0.3,0,-1,7,1,-6,-0.1,-3
Oc1ccc(-c2[nH]ncc2-c2cnn(-c3ccccc3)c2)c(O)c1,5,-0.2,8,2,7,-4,-5,0.1,1
CC1(C)Cc2nc3oc4c(SCC(N)=O)ncnc4c3cc2CO1,3,-0.1,0,7,-5,-6,13,-0.1,3
Fc1ccc(CNc2nc(-c3ccco3)cc(C(F)(F)F)n2)cc1,2,4.0,33,?,-1,5,-14,0.0,8
OC(COc1ccc(Br)cc1)CN1CCCC1 (stereo unspecified),-3,-2.2,-5,15,-9,1,6,-0.1,-3
COc1ccccc1CNc1ncnc2cc(OC)c(OC)cc12,2,-1.7,-1,1,-6,-3,12,-0.1,0
COCCCNC(=O)CC(NS(=O)(=O)c1ccc(C)cc1)c1ccco1 (stereo unspecified),0,-2.2,-4,-7,3,-1,2,-0.1,-2
CC[C@H](C)[C@@H](C(=O)N1CCNCC1)n1cc([C@@H](N)Cc2ccc(O)cc2)nn1,0,1.9,2,-1,5,-3,-6,0.0,-2
Cn1c(=O)oc2ccc(C(=O)CSc3nnnn3-c3ccccc3)cc21,10,-0.9,6,.,-10,2,13,0.0,1
Cc1c(C)c2c(OCC(=O)N3CCC(C(=O)O)CC3)cc3c(c2oc1=O)CCC(C)(C)O3,11,6.2,7,57,5,-7,-5,0.1,-1
COc1ccc(NC(=O)COC(=O)C2CCN(S(=O)(=O)c3cccs3)CC2)cc1,-4,0.8,-2,7,3,-2,3,0.0,-2
COc1cc(NC(=O)CCS(=O)(=O)c2ccc3c(c2)oc(=O)n3C)cc(OC)c1,3,2.3,4,-1,0,-4,13,-0.2,-2
CN1CCN(c2ccc(S(=O)(=O)N3CCOCC3)cc2)CC1,-2,2.1,0,-6,-2,1,5,0.3,-1
COc1ccc(/C(C)=N/NC(=O)CNC(=O)c2cccnc2)cc1OC,1,-1.7,-1,3,8,-3,1,-0.1,0
CCCCCCn1nc(C(=O)OCC(=O)NC2CCS(=O)(=O)C2)c2ccccc2c1=O (stereo unspecified),-5,3.7,-3,2,-2,-4,-6,0.1,1
COc1ccc(N(C(=O)c2ccco2)C(C(=O)NC2CCCC2)c2ccc(N(C)C)cc2)cc1OC (stereo unspecified),-1,3.7,2,-13&-4,0,-1,13,0.2,2
CC(C)CC(=O)NNC(=O)c1ccc(Cl)cc1,-1,1.9,4,-8,4,2,-2,0.1,0
O=c1c(-c2ccc(Oc3ccccc3)cc2)[n+]([O-])c2ccccc2n1OCc1ccccn1,0,3.0,13,5,3,1,4,-0.2,-5
Cc1c(Nc2ccc(C=O)cc2)c(=O)n(-c2ccccc2)n1C,1,3.6,5,-27,7,-2,9,-0.1,4
CSc1ccccc1C(=O)Nc1cccc(C)c1,4,1.4,0,-9,6,-1,9,0.2,0
CCOC(=O)Cc1csc(SCC(=O)NC2CCCC(C)C2C)n1 (stereo unspecified),-3,-2.5,4,8,2,3,2,0.1,-2
CCOC(=O)N1CCC(N2CCCC(C(=O)c3cccc(OC)c3)C2)CC1 (stereo unspecified),3,0.9,-3,-6,-5,-4,4,-0.1,-3
COc1ccc(C(=O)c2c[nH]c(C(=O)NCCCN3CCOCC3)c2)cc1,1,2.7,-2,4,3,-3,7,0.0,2
O=C(CSc1ccc2nnc(-c3ccccn3)n2n1)NCc1ccc2c(c1)OCO2,-1,-2.7,10,1,5,-4,0,0.0,-2
CCCc1nnc(NC(=O)CC(C)c2ccccc2)s1 (stereo unspecified),-2,1.9,5,-37,-4,-9,1,-0.1,1
Cc1cc(C)c2sc(N(CCCN(C)C)C(=O)c3ccc(S(=O)(=O)N4CCCc5ccccc54)cc3)nc2c1,5,1.8,-11,-19,10,8,5,0.3,-1
O=C(NCC(c1ccco1)N1CCCCC1)C(c1ccccc1)c1ccccc1 (stereo unspecified),4,-0.4,-3,10,0,0,3,-0.1,-4
CC(C)OC(=O)CC1C(=O)NCCN1C(=S)NC(=O)c1cccs1 (stereo unspecified),-2,1.3,-3,6,-7,-2,-19,-0.2,2
CC(C)(C)n1ncc2c(=O)n(CC(=O)NCc3ccccc3Cl)cnc21,1,5.2,-2,30,8,-5,9,-0.2,-1
CN(C)c1nc(Nn2cnnc2)nc(N(C)C)n1,-2,-0.4,-1,8,5,-1,-4,0.3,-1
CCOC(=O)c1cc(CC)sc1NC(=O)Cc1ccsc1,-3,2.7,2,-3,7,-2,-2,0.4,2
NC(=O)NC(c1ccccc1)c1cccc2ccccc12 (stereo unspecified),-2,0.9,1,2,2,-6,-1,0.0,1
CC(=O)OC(C(=O)NC1CCCCC1)c1cccc(F)c1 (stereo unspecified),-27,0.7,-2,-2,8,0,-3,-0.1,0
Cc1ccc(NC(=O)C(=O)NCCCN2CCCC2=O)cc1,-3,1.5,0,-7,-7,-8,-7,-0.1,-1
COc1cccc(C(=O)NNC(=O)c2cccc(F)c2)c1,1,-1.3,-2,-16,0,-2,3,-0.1,-4
CC(NC(=O)/C=C/c1ccc(Br)cc1)c1ccccc1 (stereo unspecified),0,1.9,0,16,11,-1,-1,0.1,-2
Cc1noc2ncnc(Oc3cc(Cl)ccc3Cl)c12,0,1.3,7,-4,-11,-3,-26,0.0,-2
COC(=O)[C@@H]1C[C@@]2(O)[C@H](O)[C@H](O)[C@H](O)C[C@H]2N1Cc1ccc(C(C)(C)C)cc1,6,-1.0,-4,13,1,-4,-7,.,1
Cc1nn(-c2ccc(F)cc2)c(C)c1/C=C/C(=O)N1CCNC(=O)C1,0,1.6,-13,12,-2,1,4,-0.1,-3
CC(C)NC(=O)c1ccc(CNC(=O)OCC(F)(F)F)cc1,7,-0.5,-1,-4,-2,-4,5,0.1,4
COC(=O)N/N=C/c1ccc(/C=N/NC(=O)OC)cc1,-1,1.2,7,9,-4,0,4,0.0,-7
COc1cc([N+](=O)[O-])ccc1NC(=O)NCCCN1CCCC1=O,1,3.8,6,1,-8,0,-1,0.1,0
